Source: PubChem
PKA-R2B act = PKA-R2B complex activation; P22694+P31323; activation, % at 11.4 µM; PKA-R2B holoenzyme dissociation, Cy5-IP20 fluorescence polarization; R2B truncated from residue 108, S112A mutant; 0% DMSO only, 100% 113 µM cGMP; actives 0.079% (n = 340,000);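 active = activation above a cutoff set at the mean over all compounds plus 3 SD, cut at about 18% in these data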;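 also: higher means more holoenzyme dissociation and a rise in polarization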
Target sequence (P31323 whole entry, looked up, other chains not shown, the tested form may be a part): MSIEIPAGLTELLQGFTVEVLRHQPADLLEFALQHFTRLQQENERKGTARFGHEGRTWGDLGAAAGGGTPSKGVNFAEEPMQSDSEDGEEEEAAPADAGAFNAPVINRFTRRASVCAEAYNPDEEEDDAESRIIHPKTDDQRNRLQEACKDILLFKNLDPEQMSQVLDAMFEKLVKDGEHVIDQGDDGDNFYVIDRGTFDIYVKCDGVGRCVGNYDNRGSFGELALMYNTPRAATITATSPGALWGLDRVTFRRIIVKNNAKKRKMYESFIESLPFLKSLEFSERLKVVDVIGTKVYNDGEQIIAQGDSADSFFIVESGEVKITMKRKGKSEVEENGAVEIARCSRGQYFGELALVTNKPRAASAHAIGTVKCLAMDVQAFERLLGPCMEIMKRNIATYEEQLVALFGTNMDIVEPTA
LANA DNA inh = blocks KSHV LANA C-terminal domain binding to DNA. MBP-C-LANA/FAM-LBS DNA binding, fluorescence polarization. inhibition, % at 9 µM. actives 0.078% (n = 340,000). AID 504423;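 active = highest replicate inhibition at or above 60% at 9 µM, even if other replicates fall short; inactive = all replicates below 60% inhibition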;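 also: 0% = neutral control wells and 100% = 4 µM acridine orange control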
Arrestin-AP2 inh = blocks beta-arrestin peptide binding to AP2 adaptin | FITC-arrestin peptide / GST-AP2 beads, flow cytometry; AP2 beta2 appendage carries R879A mutation | inhibition, % at 10 µM | actives 0.31% (n = 340,000) | AID 504490;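 active = inhibition above a set limit, near 3 SD of compounds lacking own fluorescence, cut at about 54% in these data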;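 also: plate controls were DMSO wells for no effect and 5 µM unlabelled arrestin peptide for full effect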
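Measured by: flow cytometry, FL1 (488/535 nm); Material: AP2 appendage R879A on GSH beads; Evaluation: percent response; Timing: pre-incubation 12 min, peptide binding 1 h, room temperature; Also added: 50 nM FITC-arrestin peptide; Medium: PBS with 0.05% Tween 20 and 0.1% BSA.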
SR-BI DiI inh = inhibitors of mouse SR-BI mediated HDL lipid uptake; Q61009; ldlA[mSR-BI] CHO cells, DiI-HDL uptake fluorescence, 3 h; inhibition, % at 12.5 µM; actives 0.96% (n = 320,000); AID 488896;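 active = mean replicate inhibition of at least 70% and a set share of replicates each scoring 70 or more; inconclusive = meets just one of the two criteria; inactive = fails both criteria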;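 also: 0% = median of neutral control wells and 100% = median of positive control wells; values of inactives mirror those of a sister screen read the other way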
Keap1 Nrf2 FP = Keap1-Nrf2 (human) interaction inhibition; AID 504523; Q14145; actives 0.15% (n = 340,000); inhibition, % at 9.4 µM; Keap1 Kelch-Nrf2 peptide fluorescence polarization, 1536-well; in the data active = inhibition above about 12%; inconclusive = no clear call, values can overlap the other calls; inactive = below about 7.3%;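 also: human Keap1 Kelch domain with fluorescein labeled Nrf2 9mer peptide probe; 0% = neutral control wells and 100% = peptide positive control; higher means more block of Keap1 binding to Nrf2 peptide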
Target sequence (Q14145 whole entry, looked up, the tested form may be a part): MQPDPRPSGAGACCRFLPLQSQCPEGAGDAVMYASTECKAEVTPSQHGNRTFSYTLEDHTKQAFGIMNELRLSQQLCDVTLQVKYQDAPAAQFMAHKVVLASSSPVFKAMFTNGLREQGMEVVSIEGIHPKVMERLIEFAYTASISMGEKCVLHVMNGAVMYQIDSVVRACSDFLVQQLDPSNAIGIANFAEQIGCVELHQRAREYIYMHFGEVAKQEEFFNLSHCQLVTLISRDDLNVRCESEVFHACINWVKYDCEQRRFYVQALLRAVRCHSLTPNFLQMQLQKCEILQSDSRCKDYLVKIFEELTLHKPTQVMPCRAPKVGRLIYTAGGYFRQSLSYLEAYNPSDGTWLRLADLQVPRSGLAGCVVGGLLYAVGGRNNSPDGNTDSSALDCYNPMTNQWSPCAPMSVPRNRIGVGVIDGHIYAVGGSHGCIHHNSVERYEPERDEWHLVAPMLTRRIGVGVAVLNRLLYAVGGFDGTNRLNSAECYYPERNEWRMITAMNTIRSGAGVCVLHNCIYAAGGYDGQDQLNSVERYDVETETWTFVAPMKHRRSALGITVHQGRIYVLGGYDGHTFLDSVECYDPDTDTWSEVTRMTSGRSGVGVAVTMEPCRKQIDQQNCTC
PvdQ inh = P. aeruginosa PvdQ acylase inhibition; purified PvdQ acylase, fluorescence plate reader; inhibition, % at 10 µM; actives 0.063% (n = 340,000); in the data active = inhibition above about 30%, passing the limit was not always enough; inconclusive = no clear call, values can overlap the other calls;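 also: 0% = vehicle neutral wells and 100% = reference inhibitor wells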
SR-BI uptake up = SR-BI HDL lipid transfer activation; activation, % at 12.5 µM; CHO ldlA[mSR-BI] cells, DiI-HDL uptake fluorescence, 3 h; 100 = double the neutral-control signal; actives 0.096% (n = 320,000);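 active = mean replicate activation of at least 60% and every replicate at or above 60%; inconclusive = mean or all-replicate condition met, but not both; inactive = mean below 60% and not all replicates reaching 60%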;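 also: 0% = median plate neutral-control signal and 100% = twice that signal; values of inactives mirror those of a sister screen read the other way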
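Material – SR-BI-overexpressing, LDLR-lacking CHO cells · Medium – BSA-supplemented, HEPES-buffered Ham's F12, pH 7.4 · Doses – single concentration · Times – compound with DiI-HDL co-incubation, 3 h at 37 °C · Measured by – bottom-read fluorescence, 550/595 nm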
NSD2 inh = NSD2 (human) methyltransferase inhibition | O96028 | NSD2 peptide methylation, AlphaScreen, 120 min | inhibition, % at 12.5 µM | actives 0.54% (n = 310,000) | AID 743445; in the data active = inhibition above about 50%
DAGLB inhibitor = diacylglycerol lipase beta (human) inhibition. actives 0.059% (n = 340,000). HEK293T DAGLB membrane lysate, EnzChek fluorogenic substrate. inhibition, % at 5.17 µM. AID 504411; in the data active = inhibition above about 34%;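 also: 0% = enzyme with vehicle and 100% = wells lacking enzyme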
RTF Ca sens inh = cardiac RTF calcium desensitization. AID 493244. actives 0.12% (n = 340,000). P19429+P45379. IANBD-labeled cardiac RTF, Ca2+ fluorescence. inhibition, % at 7.15 µM;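 active = inhibition above the mean inhibition of all tested compounds plus 3 SD, cut at about 17% in these data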;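 also: assay run at fixed EC70 calcium of 1.6 mM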
Starred values were filed as active, the others as inactive; u = inconclusive; x = no result given.

SMILES	PKA-R2B act	LANA DNA inh	Arrestin-AP2 inh	SR-BI DiI inh	Keap1 Nrf2 FP	PvdQ inh	SR-BI uptake up	NSD2 inh	DAGLB inhibitor	RTF Ca sens inh
O=C(/C=C/c1cccc([N+](=O)[O-])c1)c1ccc2c(c1)OCCO2	7	1.2	-6	-23	-1	14	23	1	4	-2
COc1cccc(/C=N/NC(=O)c2cccc3ccccc23)c1OC	5	-0.3	-10	26	-1	-5	-26	-4	0	-4
COC(=O)c1ccc(/C=C/c2c(-c3ccc(OC)cc3)sc3ccccc23)cc1	-5	0.9	18	10	2	-1	-10	x	-2	3
Cc1cc(Cl)c(OCCOCCN2CCC(C)CC2)c(Br)c1	6	0.1	18	11	1	-15	-11	5	-1	-5
Cc1ncsc1CCOC(=O)c1ccc(Cl)cc1	-9	1.5	-5	6	-6	3	-6	0	-4	2
O=C(CSc1nnc(CNC(=O)c2cccs2)o1)Nc1ccccc1C(F)(F)F	2	0.2	-2	1	4	-13	-1	-3	2	0
COC(=O)c1ccc(C2c3[nH]c4ccccc4c3C[C@H]3C(=O)N(C4CC4)CC(=O)N23)cc1 (some centres undefined)	1	0.2	30	-1	-3	0	1	3	-2	-1
COc1ccc(CNC(=O)C2CCN(C(=O)N3CCOc4ccc(C)cc43)CC2)cc1	4	0.9	4	30	-3	-9	-30	2	1	1
COC(=O)c1ccc(NC(=O)c2ccc[n+]([O-])c2)cc1	-1	0.4	-7	x	1	-8	x	-4	-1	0
COC(=O)c1ccccc1NC(=O)CCn1c(=O)oc2ccccc21	-4	0.3	47	-3	-1	-2	3	21	-2	-4
Cc1ccc(C(=O)N(C)CC(=O)Nc2ccc(F)c(F)c2F)o1	-7	5.2	8	8	-3	-31	-8	-2	-3	-2
O=C(CCc1nc(-c2ccc(Cl)cc2)no1)OCc1ccc(Br)cc1	1	0.4	-8	-58	5	-11	58	x	-16	0
Cc1ccccc1-n1c([C@@H]2C[C@H]2c2ccccc2)n[nH]c1=S	0	-13	6	7	-1	-21	-7	-4	-3	-3
CC(=O)c1[nH]c(C)c(C(C)=O)c1C	-10	-0.6	-3	-10	0	5	10	7	-1	2
O=C(CCN1CCCO1)NC1CCCc2c1cnn2-c1ccccc1F (centres undefined)	-2	-0.8	26	-21	0	-6	21	21	-4	-7

The final 4 records of the part above lead into the next.
SMILES	PKA-R2B act	LANA DNA inh	Arrestin-AP2 inh	SR-BI DiI inh	Keap1 Nrf2 FP	PvdQ inh	SR-BI uptake up	NSD2 inh	DAGLB inhibitor	RTF Ca sens inh
O=C(CCc1nc(-c2ccc(Cl)cc2)no1)OCc1ccc(Br)cc1	1	0.4	-8	-58	5	-11	58	x	-16	0
Cc1ccccc1-n1c([C@@H]2C[C@H]2c2ccccc2)n[nH]c1=S	0	-13	6	7	-1	-21	-7	-4	-3	-3
CC(=O)c1[nH]c(C)c(C(C)=O)c1C	-10	-0.6	-3	-10	0	5	10	7	-1	2
O=C(CCN1CCCO1)NC1CCCc2c1cnn2-c1ccccc1F (centres undefined)	-2	-0.8	26	-21	0	-6	21	21	-4	-7
Cc1cc(=O)n2nc(N3CCCC(C(=O)NCc4ccco4)C3)sc2n1 (centres undefined)	8	-2.4	0	-31	-4	-8	31	8	-1	-3
C/C(=N\NC(=O)C(C)Sc1ccccc1)C(C)(C)C (centres undefined)	-10	1.4	16	-24	2	9	24	2	-2	-4
c1ccc(C(Cc2nc(-c3ccncc3)no2)c2ccccc2)cc1	-2	-1.0	-6	23	-2	-7	-23	x	-5	-3
Cc1noc(C)c1NC(=O)Nc1cccc2c1O[C@H](CN(C)S(=O)(=O)c1cn(C)cn1)[C@@H](C)CN([C@H](C)CO)C2=O	1	-1.1	2	-4	-2	4	4	x	-3	-3
O=C(NCC1CCCO1)c1cn(-c2ccccc2)nc1-c1ccccc1 (centres undefined)	-15	0.2	-1	3	-8	-12	-3	x	-4	-7
CC(=O)NC1=NN(C(C)=O)C2(CCCC2)S1	-3	0.4	12	4	0	-9	-4	-6	1	-12
CCN(C(=O)COC(=O)c1cc(S(=O)(=O)N2CCOCC2)c(Cl)cc1Cl)C1CCS(=O)(=O)C1 (centres undefined)	x	1.5	17	6	3	0	-6	9	x	x
CCCNC(=O)NC(=O)COc1c(F)c(F)cc(F)c1F	1	-1.4	13	x	2	-1	x	-2	-1	-3
Cc1nc(N)sc1-c1csc(Nc2cccc(C(=O)O)c2)n1	5	21	1	-12	-1	-26	12	3	1	-3
O=C(O)c1ccc(-c2noc(-c3cccc(F)c3)n2)cc1	3	1.0	5	-9	1	11	9	x	1	6
COC(=O)c1ccc(S(=O)(=O)N2CCN(C(c3ccccc3)c3ccccc3)CC2)n1C	4	8.4	24	-16	-1	-2	16	1	-5	-8
Cc1cc(NC(=O)CN(C)S(=O)(=O)c2ccc(-c3ccc(=O)[nH]n3)s2)ccc1Br	2	-0.6	8	-4	-2	8	4	-4	1	-6
Brc1ccc2nc(N3CCN(c4ccccc4)CC3)sc2c1	1	-1.0	12	-27	-1	-4	27	-1	0	-3
Cc1c(Cl)c([N+](=O)[O-])nn1CCCC(=O)Nc1cccc(Cl)c1	-20	0.7	-7	8	3	14	-8	-3	-1	-7
O=[N+]([O-])c1ccc(N/N=C/c2cn(Cc3ccc(F)cc3)c3ccccc23)nc1	0	-0.3	-7	u	-5	-16	-74	0	3	-18

Given bar-delimited: 2 of the compounds above
mol | PKA-R2B act | LANA DNA inh | Arrestin-AP2 inh | SR-BI DiI inh | Keap1 Nrf2 FP | PvdQ inh | SR-BI uptake up | NSD2 inh | DAGLB inhibitor | RTF Ca sens inh
Cc1c(Cl)c([N+](=O)[O-])nn1CCCC(=O)Nc1cccc(Cl)c1 | -20 | 0.7 | -7 | 8 | 3 | 14 | -8 | -3 | -1 | -7
CCCNC(=O)NC(=O)COc1c(F)c(F)cc(F)c1F | 1 | -1.4 | 13 | x | 2 | -1 | x | -2 | -1 | -3

The list continues.
SMILES	PKA-R2B act	LANA DNA inh	Arrestin-AP2 inh	SR-BI DiI inh	Keap1 Nrf2 FP	PvdQ inh	SR-BI uptake up	NSD2 inh	DAGLB inhibitor	RTF Ca sens inh
COc1ccc(C(=O)N/N=C/c2ccc(N3CCOCC3)s2)cc1OC	-3	0.0	-1	13	-2	-6	-13	3	1	2
COc1cccc(/C=N/Nc2cc(N3CCOCC3)ncn2)c1O	-5	0.6	-1	9	0	-6	-9	1	2	-4
O=C(c1cc(COc2cccc(C(F)(F)F)c2)on1)N1C[C@H]2CC[C@H]1C2	-1	1.1	-14	5	-4	-16	-5	-2	1	-2
CCOC(=O)COc1ccc2c(=O)c(-c3ccccc3)coc2c1	-3	0.9	-6	-13	4	6	26	-1	-8	0
O=C(CN1CCN(C(=O)c2ccco2)CC1)Nc1cc(C(F)(F)F)ccc1Cl	1	-1.9	-16	-25	-2	-4	25	x	-3	-1
O=C(Nc1ccccc1N1CCCC1)c1cc(Cl)ccc1Cl	-10	-0.1	2	45	2	2	-45	-1	-2	4
O=C(O)CC[C@@H](C(=O)O)N1C(=O)c2ccccc2C1=O	-2	-0.4	17	-14	-5	3	14	x	1	2
COc1ccc(N2CC(C(=O)Nc3cc(C)on3)CC2=O)cc1 (centres undefined)	-2	-0.2	-13	7	2	12	-7	-1	-3	-1
COc1ccc(CCN(C)C(=S)NC(=O)c2ccc(F)cc2Cl)cc1OC	-10	-0.1	0	7	-1	-9	-7	30	-1	-5
CCOC(=O)CSc1nnc(-c2c[nH]c3ccccc23)o1	-12	-0.3	8	-2	-2	-1	2	-1	-2	4
CCCCCC1C(C(=O)OCC)C(=O)NC1(C(=O)OCC)C(=O)OCC (centres undefined)	-6	1.7	-14	-8	-7	-14	8	-2	-1	5
O=C(c1ccccc1)N1CCN(C2CCCCC2)CC1	-11	0.7	3	-24	-7	-15	24	-5	0	0
CCN(CC)S(=O)(=O)c1ccc(N(C)Cc2cccc(OC)c2OC)nc1	2	0.9	-10	36	-6	1	-36	-5	-1	8
Cc1ccc2c(c1)N=C(c1ccccc1)CC(C(Cl)Cl)=N2	6	0.7	10	27	-9	-6	-27	0	4	-3
O=C(Cc1ccccc1)N1CCC(O)(c2cccnc2)CC1	5	-0.7	13	3	6	-2	-3	-1	-1	-17

Molecules shown so far that have a nitro group on carbon:
SMILES	PKA-R2B act	LANA DNA inh	Arrestin-AP2 inh	SR-BI DiI inh	Keap1 Nrf2 FP	PvdQ inh	SR-BI uptake up	NSD2 inh	DAGLB inhibitor	RTF Ca sens inh
O=C(/C=C/c1cccc([N+](=O)[O-])c1)c1ccc2c(c1)OCCO2	7	1.2	-6	-23	-1	14	23	1	4	-2
Cc1c(Cl)c([N+](=O)[O-])nn1CCCC(=O)Nc1cccc(Cl)c1	-20	0.7	-7	8	3	14	-8	-3	-1	-7
O=[N+]([O-])c1ccc(N/N=C/c2cn(Cc3ccc(F)cc3)c3ccccc23)nc1	0	-0.3	-7	u	-5	-16	-74	0	3	-18

Remaining list, next part:
SMILES	PKA-R2B act	LANA DNA inh	Arrestin-AP2 inh	SR-BI DiI inh	Keap1 Nrf2 FP	PvdQ inh	SR-BI uptake up	NSD2 inh	DAGLB inhibitor	RTF Ca sens inh
O=C(Cc1nc2ccccc2[nH]c1=O)c1ccc(Cl)cc1	2	2.4	-2	x	-5	-6	x	5	-7	-21
O=C(NCc1ccc2c(c1)OCO2)c1ccc(Br)s1	7	-1.7	-9	-17	-8	-11	17	-1	-4	5
Cn1c(N)c(Sc2ccccc2[N+](=O)[O-])c(=O)n(C)c1=O	-8	2.5	8	x	0	8	x	-5	0	-9
COc1cc(/C=C/C(=O)N2CCCc3ccccc32)cc(OC)c1OC	-13	1.3	1	-3	2	-4	3	1	-3	16
COc1ccc(NC(=O)COc2cccc(-n3cnnn3)c2)cc1	-1	0.7	3	20	-2	6	-20	-2	-4	15
Cc1cccc(NC(=O)c2cc(N3CCOCC3)nc3ccccc23)c1	-2	-0.2	18	68	-2	-1	-68	-1	-1	4
COc1ccc(CNC(=O)CN2C(=O)NC(c3ccccc3)(c3ccccc3)C2=O)cc1OC	-11	-0.5	32	18	-1	5	-18	0	0	0
COC(=O)CSc1nc(C2CC2)nc2ccccc12	-1	0.3	19	4	-7	2	-4	-2	1	4
Cc1c(NC(=O)CN2CCN(C(=O)c3ccco3)CC2)c(=O)n(-c2ccccc2)n1C	10	-2.0	10	25	0	-10	-25	-6	-1	-3
COC(=O)CNC(=O)CN1C(=O)NC2(CCCc3ccccc32)C1=O (centres undefined)	-5	0.4	10	4	-1	-6	-4	-2	0	-1
